Screening data from PubChem.
XiGFP reactiv: activators of X-chromosome reactivation in mouse fibroblasts; XiGFP mouse fibroblasts, % GFP-positive cells imaging, 3 d; cells co-treated with 5-aza-dC sensitizer; scaled so ellipticine positive control = 100%; activation, % at 7.58 µM; 0.055% of 360,000 active;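 active = mean normalized replicate activation at least 10% and every replicate at or above 10%; inconclusive = only one of the two criteria met; inactive = mean below 10% and not all replicates reach 10%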;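 note: 0% = median of on-plate neutral control wells and 100% = ellipticine 6 µM median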
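assay system = SV40-immortalized XiGFP fibroblast cells, line 68-5-11 | buffer or medium = DMEM plus 5-aza-dC sensitizer | doses = single-point pinned compound dosing | times = 3-day compound exposure, then 15 min fixation at room temperature | benchmarks = positive control ellipticine, 6 µM final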
esBAF inh: SWI/SNF esBAF complex inhibition. reporter increase, % at 12.5 µM. 2% of 350,000 active. mouse ES cells, Bmi1-luciferase knock-in reporter, 24 h; 100% = twice the neutral-well signal; in the data active = activation above about 40%; inconclusive = no clear call, values can overlap the other calls;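 note: 0% = median of the plate's neutral control wells and 100% = double that signal; a rise in the Bmi1 reporter signal indicates esBAF inhibition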
RAD54 inh: inhibitors of human RAD54 branch migration; inhibition, % at 10.4 µM; 0.14% of 360,000 active; RAD54 Holliday junction branch migration, FAM/BHQ fluorescence; Q92698;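 active = mean normalized replicate activity at least 40 and at least half of replicates scoring 40 or more; inconclusive = only one of the two criteria met; inactive = mean below 40 and under half of replicates reaching 40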;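 note: 0% = median of neutral control wells and 100% = median of positive control wells; inhibitors cause a drop in the FAM fluorescence signal; in these data hits start at about 50%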
E-selectin induc: induces E-selectin expression in human endothelial cells; P16581; HUVEC E-selectin immunofluorescence imaging; normalized: neutral wells 0, TNF-alpha wells 100; activation, % at 7.58 µM; 0.37% of 260,000 active; AID 686992;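 active = mean E-selectin-positive cell signal at least 10% of the positive control, reached in at least 60% of replicates, without over 20% cell loss; inconclusive = no rule given, readout overlaps actives, possibly toxicity-flagged; inactive = the rest, including those meeting only one limit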;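 note: in these data hits start at about 27%; measured in HUVEC primary endothelial cells; signal is the percent of cells scored E-selectin positive by PE staining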
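material = human umbilical vein endothelial cells (HUVEC), E-selectin induction | quantity = 3,000 cells/well | medium = EGM-2 growth medium on 0.1% gelatin-coated wells | technique = immunofluorescence imaging | read-out basis = % PE-positive cells | control set = TNF-alpha positive control, DMSO neutral control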
EWS-Fli inh: blocks EWS/Fli oncoprotein-driven transcription. A673 NR0B1-luciferase reporter, viability-normalised. inhibition, % at 12.6 µM. 0.67% of 350,000 active;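 active = mean inhibition of at least 50% after viability correction, with every replicate also passing that limit; inconclusive = mean reaches 50% but only one of two replicates passes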;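 note: firefly luciferase signal divided by Alamar Blue viability fluorescence both relative to DMSO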
RAD52 inh: RAD52 (human) annealing inhibition | P43351 | recombinant RAD52 DNA annealing, FRET fluorescence | inhibition, % at 18.7 µM | 0.46% of 360,000 active | AID 651710;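 active = every replicate showing at least 50% inhibition; inconclusive = mean inhibition at least 50% but not in every replicate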
Target sequence (P43351 whole entry, looked up): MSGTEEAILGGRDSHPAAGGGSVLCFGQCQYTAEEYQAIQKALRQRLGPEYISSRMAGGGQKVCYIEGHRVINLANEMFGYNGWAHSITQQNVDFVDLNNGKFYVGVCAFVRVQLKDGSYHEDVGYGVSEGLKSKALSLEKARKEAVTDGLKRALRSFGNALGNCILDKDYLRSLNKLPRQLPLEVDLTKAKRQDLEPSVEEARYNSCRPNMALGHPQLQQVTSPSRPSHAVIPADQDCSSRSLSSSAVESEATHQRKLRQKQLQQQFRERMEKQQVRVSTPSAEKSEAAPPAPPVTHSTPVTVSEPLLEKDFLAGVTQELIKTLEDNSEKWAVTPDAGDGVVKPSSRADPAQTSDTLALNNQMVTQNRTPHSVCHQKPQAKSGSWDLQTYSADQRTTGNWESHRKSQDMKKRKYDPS
S100A4 MyoIIA: inhibitors of human S100A4 binding to myosin IIA peptide; P26447; S100A4/TAMRA-MyoIIA peptide fluorescence polarization; AID 652163; inhibition, % at 10.7 µM; 0.14% of 360,000 active;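 active = mean inhibition of at least 70% across replicates, with every replicate also reaching that level; inconclusive = mean inhibition reaches 70% but some replicates fall short; inactive = mean inhibition below 70%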
Target sequence (P26447 whole entry, looked up): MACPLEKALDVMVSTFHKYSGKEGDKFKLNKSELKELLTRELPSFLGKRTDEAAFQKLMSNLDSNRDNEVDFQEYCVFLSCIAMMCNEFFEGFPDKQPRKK
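System – human S100A4 monomer protein, biochemical binding assay · Buffer or medium – Calcium-containing HEPES buffer, pH 7.2 · Timing – 5 min between mix addition and reading · Also added – TAMRA-labelled myosin IIA heavy-chain peptide probe, 5 nM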
FN deposition inh: fibronectin deposition inhibition. inhibition, % at 12.6 µM. AH1F fibroblasts, Alexa488-fibronectin deposition fluorescence, overnight. AID 743247. 0.086% of 350,000 active;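 active = mean inhibition across replicates of 30% or more, regardless of how many single replicates reach that level; inconclusive = mean under 30% yet at least half of replicates reach 30%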;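 note: positive control wells lacked labelled fibronectin entirely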
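Assay system: AH1F fibroblasts assembling fluorescent fibronectin matrix; Amount: 10000 AH1F cells per well; Buffer or medium: DMEM, 2% serum; Probe or stimulus: Alexa488-fibronectin, 24 nM final in well; Doses: single compound dose, delivered by pin transfer; Incubation: 1 h adhesion, overnight exposure; Measured by: fluorescence 485/525 nm; Read-out: fibronectin deposition inhibition.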
An asterisk follows results filed as active; ? = inconclusive; · = no result given; & = joins results of further samples.

Each structure is followed by: XiGFP reactiv, esBAF inh, RAD54 inh, E-selectin induc, EWS-Fli inh, RAD52 inh, S100A4 MyoIIA, FN deposition inh
COc1ccc(-c2nc(C)sc2C)cc1
  0.0, 8, -10, ·, -17, -17, -10, 1
O=C(C[C@H]1C=C[C@H](NC(=O)Nc2ccccc2)[C@@H](CO)O1)NCc1cccc(F)c1
  0.0, 3, -3, -0.6, 7, -9, 4, ·
C[C@H]1CN([C@@H](C)CO)C(=O)c2cccc(NC(=O)C3CC3)c2O[C@H]1CN(C)S(=O)(=O)c1ccc(Cl)cc1
  -0.4, -3, -3, -0.4, 7, 1, 5, ·
S=C(NCc1ccc(Cl)c(Cl)c1)NCc1ccco1
  0.0, -1, -5, -0.1, ·, -38, -1, ·
Cc1c(C(=O)NCCN2CCOC2=O)oc2c(F)cccc12
  0.0, 5, 0, 0.4, -18, -3, -3, 3
Cc1cccc(Cn2nc(C)c(NC(=O)c3ccc(F)cc3)c2C)c1
  0.0, ·, ·, 3.7, 3, 6, 6, ·
COc1cccc(-c2nnc(-c3ccc4ccccc4c3)o2)c1
  -0.1, ·, 1, 1.5, -9, -13, -5, 1
Cn1c(=O)c2c(ncn2CC(=O)OCC(=O)NCc2ccccc2Cl)n(C)c1=O
  0.1, ·, -2, 0.1, ·, ·, ·, 4
COc1cc(-c2cc(C(=O)OCC(=O)NC3CC3)c3ccccc3n2)cc(OC)c1OC
  -0.1, ·, 0, -0.4, 13, -19, 8, 6
O=C(CSc1nnc(NC2CCCCC2)s1)Nc1ccc(N2CCOCC2)cc1
  ·, 18, -3, ·, -14, -7, 2, ·
CC(CNC(=O)C1CCCCC1C(=O)O)c1ccccc1 (configuration not stated)
  ·, 6, 1, ·, 3, -10, -1, ·
c1ccc(CNc2nc(NCC3CC3)nc3cc(-c4ccccc4)sc23)cc1
  0.0, 37, -10, -0.2, -13, -24, -15, ·
OC(c1ccc(F)cc1)c1nc(-c2ccncc2)cs1 (configuration not stated)
  0.0, -10, 0, ?, 0, -10, 1, 5
CCOC(=O)c1csc(NC(=O)c2cc(=O)c3ccccc3o2)n1
  0.1, ·, ·, ·, -13, -2, 4, 7
O=C(C[C@@H]1CC[C@H](NC(=O)Nc2cccc(F)c2)[C@H](CO)O1)NCC1CCCCC1
  0.3, 7, -4, -0.2, 0, 11, -1, 3
COCC(=O)N1CCCCN2[C@H](C1)[C@H](c1ccc(-c3ccc(OC)cc3)cc1)[C@@H]2CO
  0.1, ·, -1, 0.1, ·, -15, -4, ·
Cc1ccc(C)c(NCCCCCCCC(=O)O)c1
  0.0, -3, 1, -0.2, -6, -16, -9, -5
COc1ccc(CC(=O)NNC(=O)c2ccc(Br)s2)cc1OC
  0.1, -6, 4, 0.0, -2, -10, -13, 0
CO[C@@H]1CN(C)C(=O)c2ccc(NS(C)(=O)=O)cc2OC[C@@H](C)N(S(C)(=O)=O)C[C@H]1C
  -0.3, 2, 1, -0.1, -12, -5, -6, -5
COc1cc(C(=O)O)nc2ccc([N+](=O)[O-])cc12
  0.2, 0, 4, ·, 7, -6, -4, 15
CCC(=O)N(C)C[C@H]1Oc2ncc(Br)cc2C(=O)N([C@H](C)CO)C[C@H]1C
  -0.1, 0, -3, -0.2, -12, -5, -5, 0
O=C(C[C@@H]1CC[C@@H](NC(=O)c2ccncc2)[C@@H](CO)O1)Nc1ccccc1
  0.0, 4, 0, 0.2, 5, -4, 10, 5
CN(C)CCN(Cc1ccccc1)S(=O)(=O)c1csc(C(N)=O)c1
  0.2, -1, 0, 3.6, -1, -7, 4, -4
CN(Cc1ccccc1)C(=O)c1[nH]cnc1C(=O)NC1CCN(C(=O)OC(C)(C)C)CC1
  0.0, 11, 3, 0.0, 7, -40, -4, 8
C[C@H](NC(=O)[C@@H]1[C@@H](CO)[C@@H]2Cn3c(ccc(-c4cccc(F)c4)c3=O)[C@@H]2N1C)c1ccccc1
  0.4, ·, ·, -0.4, -10, -4, 6, ·
O=C(Cc1ccncc1)Nc1ccc2c(c1)[C@@H]1C[C@H](CC(=O)N3CCc4ccccc4C3)O[C@H](CO)[C@@H]1O2
  0.0, 2, 2, 0.6, -8, -4, -26, ·
Cc1ccc(-c2cc3nc(-c4ccccc4)cc(NCCCO)n3n2)cc1
  0.1, 13, -2, 0.9, -23, -37, -5, 7
CCOc1ccccc1/C=c1\sc2ncnn2c1=O
  ·, -5, -15, ·, ·, -27, -1, ·
O=C(NC1CCCC1)C(c1ccco1)N(C(=O)c1ccco1)c1ccc(F)cc1 (configuration not stated)
  0.0, 3, 1, 0.2, 11, 0, -8, -3
CCOC(=O)c1[nH]c2ccccc2c1NC(=O)C1CCCC1
  0.1, 0, -8, -0.2, 4, -7, -1, 1
COc1ccccc1N1CCN(C(=O)N2CCOCC2)CC1
  ·, -7, -10, ·, ·, -4, 0, ·
CCc1ccc(-n2c(SCC(=O)c3ccc4c(c3)NC(=O)CO4)nc3ccccc3c2=O)cc1
  -0.1, -8, ·, -0.1, 16, -7, 4, 2
C[C@@H]1CCCCO[C@@H](CN(C)C(=O)NC2CCCCC2)[C@@H](C)CN([C@H](C)CO)C(=O)c2cc(NC(=O)C3CCCCC3)ccc2O1
  -0.2, -6, 0, 0.6, -3, -9, 1, ·
CC1CCN(CC(=O)Nc2ccc(S(=O)(=O)N3CCCC(C)C3)cc2)CC1 (configuration not stated)
  -0.2, -1, 0, ·, 17, -4, -1, -1
Cc1ccc(C(O)c2ncc(-c3ccc(C(F)(F)F)cc3)[nH]2)cc1F (configuration not stated)
  0.0, ·, 0, 5.4, -1, -18, 0, ·
CC(C)Oc1ccc(C(=O)NCCNC(=O)c2ccco2)cc1
  0.5, 2, -35, -0.2, -14, -9, -2, -2
CCOC(=O)/C(N=Nc1sc(C(=O)OC)c(C)c1C(=O)OCC)=C(\O)CCl
  0.2, 4, -21, ·, ·, ·, ·, 8
O=C(Nc1ccccc1F)N[C@H]1CC[C@@H](CCNC(=O)C2CCCCC2)O[C@H]1CO
  -0.5, -1, 0, -0.2, 7, 1, 46, -5
C[C@H]1CN([C@@H](C)CO)C(=O)c2cc(C#CCN(C)C)cnc2O[C@H]1CN(C)C(=O)Nc1ccccc1F
  1.5, -10, -1, -0.3, 6, -13, 33, ·
CCc1ccc(N(C(=O)CCC(=O)Nc2cc(C)on2)C(C(=O)NC(C)(C)C)c2ccc(OC)cc2)cc1 (configuration not stated)
  0.0, 1, 0, -0.1, 11, 5, -8, -1
O=C(O)C(Cc1ccccc1[N+](=O)[O-])N1C(=O)c2ccccc2C1=O (configuration not stated)
  -0.1, 4, -3, 0.0, 7, -20, 0, 4
CCC(Sc1nc2ccsc2c(=O)n1Cc1ccc(C(=O)O)cc1)C(=O)Nc1ccc(C)c(Cl)c1 (configuration not stated)
  0.0, 5, 10, -0.6, 3, -14, -4, -3
COc1ccc(S(=O)(=O)N2CC(C)OC(C)C2)cc1C(=O)N1CCCCC1 (configuration not stated)
  0.0, ·, -13, 0.8, ·, -13, 1, ·
CN1CCN(C(=O)c2cc(=O)c3cc(Cl)ccc3o2)CC1
  0.0, -1, -4, 0.1, 7, -15, -8, -3
Oc1ccccc1N=N/C(=N/Nc1ccccc1O)c1ccccc1
  0.1, 8, -3, 0.1, 5, -18, 3, -5
COc1ccc(NC(=O)Nc2ccc3c(c2)[C@H]2C[C@H](CC(=O)N[C@@H](C)c4ccccc4)O[C@@H](CO)[C@H]2O3)cc1
  0.0, 1, -5, -0.3, 12, -25, -3, -85
COc1ccc(-n2nc(C(=O)NCC(=O)N3CCCC3)c3ccccc3c2=O)c(OC)c1
  0.0, 8, -2, -0.1, -8, 6, 1, -1
CCOc1ccc(OCCC(=O)OCC(=O)Nc2cc(S(=O)(=O)N3CCOCC3)ccc2C)cc1
  0.0, ·, 7, -0.7, 6, -5, -7, -6
Cc1cccc(S(=O)(=O)N2C[C@H]3[C@@H](c4ccccc42)[C@H](CO)N3Cc2cccnc2)c1
  0.2, 1, -3, -0.1, -11, -15, -14, ·
C[C@@H]1CN([C@@H](C)CO)C(=O)c2c(c3ccccc3n2C)-c2ccccc2CO[C@H]1CN(C)C(=O)[C@H](Cc1ccccc1)N(C)C
  -0.1&0.4, 2, 7, -4.9&0.2, 0&4, -10&18, -9&-8, -8&7
C[C@@H]1CN([C@H](C)CO)C(=O)c2cc(NS(=O)(=O)c3cn(C)cn3)ccc2O[C@H]1CN(C)Cc1ccc(C(=O)Nc2ccccc2N)cc1
  0.2, 0, 0, ·, -1, 19, -6, ·
CN1CCN(C(=O)C[C@H]2C[C@H]3c4cc(NC(=O)Nc5ccccc5F)ccc4O[C@H]3[C@@H](CO)O2)CC1
  0.0, 5, 2, 0.4, -3, ·, ·, -4
O=C(COC(=O)CCSc1ccc(Cl)cc1)NCCc1ccccc1
  0.0, ·, ·, ·, -3, -7, -2, -3
COc1ccc(OC)c(/C=N/N2CCN(c3ccc(Cl)cc3)CC2)c1
  0.0, 4, 1, 1.5, -1, -14, -8, 2
COc1cc(CC(NC(C)=O)C(=O)NC2CCN(C(=O)c3cc(OC)c(OC)c(OC)c3)CC2)cc(OC)c1 (configuration not stated)
  0.0, -5, 3, ·, 14, -8, -1, 10
COc1cc(/C=C(/C#N)C(=O)NCCCc2ccccc2)ccc1OCC(=O)O
  0.0, -7, -2, ·, -1, -13, -5, -4
CCN1CCN(C(=O)C2CCN(Cc3nc(-c4cccc(Cl)c4)oc3C)CC2)CC1
  0.2, -9, 3, 0.1, -5, -2, -2, 14
COc1cc(C(=O)OCC(=O)Nc2c(F)cccc2F)cc(OC)c1C
  0.0, 0, 6, ·, 1, -19, 0, 0
CCOc1ccc(S(=O)(=O)Nc2cnc3ccccc3c2)cc1
  0.1, -11, ·, ·, 27, -4, -2, -11
C[C@H](CO)N1C[C@H](C)[C@H](CN(C)C(=O)c2ccccc2F)Oc2ncc(-c3ccncc3)cc2C1=O
  -0.6, -2, 3, 0.0, -8, -4, 5, ·

Next results
Each structure is followed by: XiGFP reactiv, esBAF inh, RAD54 inh, E-selectin induc, EWS-Fli inh, RAD52 inh, S100A4 MyoIIA, FN deposition inh
O=S(=O)(NC1CCSc2ccccc21)c1ccccc1 (configuration not stated)
  0.2, 0, -12, ·, 7, -18, -6, -2
C=C[C@@H]1c2ccccc2N(S(=O)(=O)c2ccc(C)cc2)[C@H](c2ccc(C(F)(F)F)cc2)C1(C#N)C#N
  0.0, -29, 1, -0.3, 23, 5, -2, 5
Cc1cc(NS(=O)(=O)c2ccc(NS(=O)(=O)c3ccc(CC(C)C)cc3)cc2)nc(C)n1
  -0.1, ·, ·, -0.1, 0, -13, -2, -4
C[C@H](NC(=O)C[C@H]1C[C@H]2c3cc(NC(=O)Nc4ccc(C(F)(F)F)cc4)ccc3O[C@H]2[C@H](CO)O1)c1ccccc1
  0.1, 5, 4, 1.2, 5, 1, 1, ·
